GPR7 antagonist: antagonists of human GPR7 (neuropeptides B/W receptor 1); P48145; GPR7-expressing cells, fluorescence antagonist assay; 290,000 tested, 1.1% active; AID 1861; inhibition, % at 4.4 µM; in the data active = inhibition above about 16%, passing the limit was not always enough;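 note: cells stimulated with the agonist NPW; 0% = agonist with vehicle and 100% = vehicle without agonist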
Target sequence (P48145 whole entry, looked up): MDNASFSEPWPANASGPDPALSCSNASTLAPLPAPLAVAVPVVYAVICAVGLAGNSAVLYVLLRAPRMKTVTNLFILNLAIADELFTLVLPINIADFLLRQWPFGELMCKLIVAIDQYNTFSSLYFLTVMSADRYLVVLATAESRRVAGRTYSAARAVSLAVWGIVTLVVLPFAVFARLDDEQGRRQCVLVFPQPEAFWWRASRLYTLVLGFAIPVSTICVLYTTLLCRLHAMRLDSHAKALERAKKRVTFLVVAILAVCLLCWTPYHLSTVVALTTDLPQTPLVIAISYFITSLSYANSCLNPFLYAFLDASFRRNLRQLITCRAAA
MEKK2 mut-MEK5: signal of MEK5 binding to mutant human MEKK2 PB1 domain; bead flow cytometry, Alexa488-MEK5 binding to MEKK2 mutant; percent response, % at 10 µM; 290,000 tested, 0.35% active; AID 1530; in the data active = percent response above about 24%, passing the limit was not always enough; note: inactives centre near 1; some results filed as inactive read as strong as hits; reference of the scale not given here
V1aR counter: V1a receptor agonism, counter-screen for OXTR agonists | P37288 | CHO-V1R cells, Fluo-8 calcium fluorescence, agonist mode; 0% DMSO, 100% 3 nM vasopressin | activation, % at 3 µM | 320,000 tested, 0.25% active | AID 2797;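 active = activation above the mean activation of all tested compounds plus 3 SD, per screening run, cut at about 20% in these data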;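 note: signal is peak over basal fluorescence ratio across a 100 second FLIPR read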
MEKK3 PB1 HTS: modulators (inhibitors or enhancers) of MEK5 binding to human MEKK3 PB1 domain | Q99759 | AID 1529 | 290,000 tested, 1.4% active | binding response (% of control), % at 10 µM | bead-based flow cytometry, Alexa488-MEK5 binding to MEKK3; actives lie on both sides; 0 = blocked by unlabeled MEK5, 100 = vehicle;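 active = binding response more than 3 SD above or below the average of its plate-row segment, actives on both sides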;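 note: Alexa488 bead fluorescence after subtracting the streptavidin-only scavenger bead signal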
GalR3 antag: human GalR3 antagonism. HEK293 GalR3-CNG cAMP membrane potential fluorescence; galR3 body fused to GalR1 C-terminus. inhibition, % at 3 µM. O60755. 360,000 tested, 0.44% active;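 active = inhibition above the screen-wide average plus 3 SD, cut at about 13% in these data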;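 note: forskolin and galanin both at EC90 stimulate the cells; cAMP rise reported by CNG channel membrane potential dye signal; 0% = forskolin plus galanin with DMSO and 100% = forskolin alone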
OXTR agonist: agonists of human oxytocin receptor; P30559; CHO-OTR cells, Fluo-8 calcium fluorescence; normalized: DMSO 0%, oxytocin 100%; activation, % at 3 µM; 320,000 tested, 0.32% active; AID 2435;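 active = activation above the mean of all tested compounds plus 3 SD, cutoff set per screening run, cut at about 20% in these data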;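 note: peak over basal fluorescence ratio from a 100 s FLIPR kinetic read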
Target sequence (P30559 whole entry, looked up): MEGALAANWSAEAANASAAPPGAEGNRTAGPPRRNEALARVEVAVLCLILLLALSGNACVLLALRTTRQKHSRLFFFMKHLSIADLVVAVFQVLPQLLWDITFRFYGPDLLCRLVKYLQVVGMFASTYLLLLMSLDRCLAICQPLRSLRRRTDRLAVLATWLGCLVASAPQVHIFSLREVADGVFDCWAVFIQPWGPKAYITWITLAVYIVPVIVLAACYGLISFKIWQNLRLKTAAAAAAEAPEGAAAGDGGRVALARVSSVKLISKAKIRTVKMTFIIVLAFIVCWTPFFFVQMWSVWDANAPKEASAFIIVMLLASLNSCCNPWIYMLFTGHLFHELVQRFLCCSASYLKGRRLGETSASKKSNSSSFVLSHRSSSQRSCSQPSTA
PHOSPHO1 inh: PHOSPHO1 (human) inhibition; Q8TCT1; recombinant PHOSPHO1, absorbance phosphatase assay; inhibition, % at 13.3 µM; 290,000 tested, 1.1% active; in the data active = inhibition above about 60%
Target sequence (Q8TCT1 whole entry, looked up): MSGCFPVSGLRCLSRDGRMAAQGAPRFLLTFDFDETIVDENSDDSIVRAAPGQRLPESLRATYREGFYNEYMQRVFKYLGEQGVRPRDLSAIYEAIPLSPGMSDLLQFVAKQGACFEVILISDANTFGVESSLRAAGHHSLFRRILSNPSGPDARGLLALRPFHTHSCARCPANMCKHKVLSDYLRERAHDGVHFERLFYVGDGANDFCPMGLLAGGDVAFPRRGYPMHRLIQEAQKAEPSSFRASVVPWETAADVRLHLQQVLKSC
MEKK2 WT-MEK5: raises or lowers MEK5 binding to wildtype human MEKK2 PB1 domain. Q9Y2U5. bead flow cytometry, Alexa488-MEK5 binding to MEKK2 WT; actives lie on both sides. binding response (% of control), % at 10 µM. 290,000 tested, 1.1% active. AID 1531; in the data active = binding response below about 67% or above about 130%
NALP1 inh: NALP1 inhibition; S. cerevisiae NALP1/ASC/caspase-1 growth, X-gal OD620, 72 h; AID 2071; 280,000 tested, 0.61% active; inhibition, % at 10 µM; in the data active = inhibition mostly above about 24%, no sharp cut-off; inactive = mostly below about 32%; note: some compounds called inactive have numbers as strong as hits
* marks the source's active call; other numbers are inactive results; . = not tested or not shown; [ ] = another dose, or the depositor's remark.

SMILES	GPR7 antagonist	MEKK2 mut-MEK5	V1aR counter	MEKK3 PB1 HTS	GalR3 antag	OXTR agonist	PHOSPHO1 inh	MEKK2 WT-MEK5	NALP1 inh
CCCc1cc2c(cc1NC(=O)c1ccc(C)cc1)OCO2	-7	5	-1.6	108	-2	-2.2	-91	106	3
COc1ccc(N2CCN(C(c3cccs3)C(C)NC(=O)C(=O)N3CCCCC3)CC2)cc1 (configuration not stated)	-14	3	0.8	103	-8	0.6	8	97	3
COc1ccc(-c2cccc(C3CC=CC4C3C(=O)N(Cc3ccccc3)C4c3ccc(OC)c(Cl)c3)c2)cc1 (configuration not stated)	.	1	0.9	96	-3	-0.1	18	92	8
COc1cccc(/C=C2/SC(=S)N(CC(=O)Nc3nnc(C)s3)C2=O)c1	-2	11	.	109	.	.	-6	99	25
CCCOc1c(OC)cccc1C1CC(=O)Nc2cc3c(cc21)OCO3 (configuration not stated)	-7	8	-0.6	102	-3	0.4	10	102	.
CCCOC(=O)c1ccc(OCC(O)CN2CCN(C(=O)c3ccccc3)CC2)cc1 (configuration not stated)	-9	27*	6.3	109	4	2.5	18	115	20
O=C(O)CC(CC(=O)Nc1ccc2ccccc2n1)c1ccccc1 (configuration not stated)	-15	-7	0.1	94	-1	0.7	42	96	3
CCCc1nc(C)c(-c2ccc(OC)c(OC)c2)c(=O)[nH]1	-12	5	1.6	106	0	-0.3	-18	106	23
O=C(Nc1ccccc1)Nc1sccc1-c1nc2ccccc2s1	-9	-21	-0.6	93	-2	-1.6	-7	91	.
COc1ccc(-c2cccc(C3CC=CC4C3C(=O)N(Cc3ccccc3)C4c3cc(C)ccc3F)c2)cc1 (configuration not stated)	.	2	.	96	.	.	31	92	2
Cc1nn(C)c(C(=O)N2CCN(C(=O)c3ccco3)CC2)c1[N+](=O)[O-]	-3	-1	0.7	101	-1	-0.5	0	98	32
CN(C)CCCNC(=O)C(=O)NCC1OCCN1S(=O)(=O)c1cccs1 (configuration not stated)	5	4	-0.3	101	-4	0.5	15	117	23

Record cards, from the list above.
`COc1cccc(/C=C2/SC(=S)N(CC(=O)Nc3nnc(C)s3)C2=O)c1` as listed: GPR7 antagonist = -2; MEKK2 mut-MEK5 = 11; V1aR counter = .; MEKK3 PB1 HTS = 109; GalR3 antag = .; OXTR agonist = .; PHOSPHO1 inh = -6; MEKK2 WT-MEK5 = 99; NALP1 inh = 25
`CCCOC(=O)c1ccc(OCC(O)CN2CCN(C(=O)c3ccccc3)CC2)cc1` (configuration not stated) as listed: GPR7 antagonist = -9; MEKK2 mut-MEK5 = 27*; V1aR counter = 6.3; MEKK3 PB1 HTS = 109; GalR3 antag = 4; OXTR agonist = 2.5; PHOSPHO1 inh = 18; MEKK2 WT-MEK5 = 115; NALP1 inh = 20
`O=C(O)CC(CC(=O)Nc1ccc2ccccc2n1)c1ccccc1` (configuration not stated) as listed: GPR7 antagonist = -15; MEKK2 mut-MEK5 = -7; V1aR counter = 0.1; MEKK3 PB1 HTS = 94; GalR3 antag = -1; OXTR agonist = 0.7; PHOSPHO1 inh = 42; MEKK2 WT-MEK5 = 96; NALP1 inh = 3

More compounds follow.
SMILES	GPR7 antagonist	MEKK2 mut-MEK5	V1aR counter	MEKK3 PB1 HTS	GalR3 antag	OXTR agonist	PHOSPHO1 inh	MEKK2 WT-MEK5	NALP1 inh
CCCCNC(=O)O[C@H]1C[C@@H]2CCN3C(=O)CCC[C@H]([C@H]1CC)[C@H]23	7	2	1.0	99	-3	-1.2	-2	99	-1
O=C1Cc2ccccc2C(=O)N1Cc1cccc(Cl)c1	-11	-1	.	98	2	.	.	96	0
CC(C)c1ccc(OCCCN2CCCC2)cc1	-3	26*	0.2	103	-6	0.3	33	102	23
CCS(=O)(=O)c1ccc(O)c(N2C(=O)C3C4C=CC(C4)C3C2=O)c1 (configuration not stated)	-8	-1	-0.2	102	1	-0.8	-10	101	1
O=S(=O)(c1ccc2oc(=S)[nH]c2c1)N1CCCCC1	-34	-7	-1.0	98	-4	0.3	32	96	-14
O=C(NCc1ccccn1)C1CC(c2ccc(Cl)c(Cl)c2)=NO1 (configuration not stated)	4	-2	11	86	-8	16	50	95	17
C=CCN1C(=O)/C(=C2\SC(N3CCOCC3)=NC2=O)c2cc(Br)ccc21	4	2	-0.7	97	-1	-1.1	-7	98	.
N#CCCn1c(SCC(=O)NCc2ccco2)nc2ccccc21	-1	3	1.1	100	-3	1.2	30	98	28
Cc1noc(C)c1C(=O)Nc1nc(-c2ccccc2Cl)cs1	0	1	0.1	102	-5	-1.3	-6	102	30
COc1ccc(C(C(=O)NCC2CCCO2)N(C(=O)CNC(=O)c2cccs2)c2ccc(C(C)=O)cc2)cc1OC (configuration not stated)	-12	1	0.8	100	-3	-0.9	50	100	-13
CC(C)Cn1cc(F)c(=O)n(CC(C)C)c1=O	-8	6	6.4	104	-4	-1.4	4	100	-13
Cc1cn([C@H]2C[C@H](N=[N+]=[N-])[C@@H](CO)O2)c(=O)[nH]c1=O	3	5	-0.1	87	.	0.8	-4	101	11

Single values from the entries so far:
NALP1 inh with `COc1ccc(C(C(=O)NCC2CCCO2)N(C(=O)CNC(=O)c2cccs2)c2ccc(C(C)=O)cc2)cc1OC` (configuration not stated) is entered as -13
OXTR agonist with `O=C(NCc1ccccn1)C1CC(c2ccc(Cl)c(Cl)c2)=NO1` (configuration not stated) is entered as 16

Remaining list, next part
SMILES	GPR7 antagonist	MEKK2 mut-MEK5	V1aR counter	MEKK3 PB1 HTS	GalR3 antag	OXTR agonist	PHOSPHO1 inh	MEKK2 WT-MEK5	NALP1 inh
N#Cc1cc2c(nc1SCc1cccnc1)CCCC2	3	2	-0.2	104	-6	-2.5	29	106	6
Cc1ccc(NS(=O)(=O)c2ccc(OCC(=O)NCc3ccncc3)cc2)cc1	11	-2	-0.7	104	4	-1.4	-6	99	12
C=CCn1c(SCC(=O)NC2CC2)nnc1-c1ccccn1	-16	-1	0.1	98	0	-0.1	.	99	3
CCOC(=O)CNC(=O)C1CCCc2c1[nH]c1ccc(Cl)cc21 (configuration not stated)	11	-9	2.8	102	-6	3.1	12	93	17
Cc1ccc(-n2[nH]c(C)c(/C=N/NC(=O)c3ccc(O)cc3O)c2=O)cc1	-3	-2	0.0	102	.	-1.9	0	103	6
O=C(OCC(=O)c1cccs1)C1=COCCO1	-6	7	0.7	108	-4	-0.1	4	105	14
Cc1cccc(-c2n[nH]c(=S)n2/N=C/c2ccco2)c1	-12	1	-0.6	106	-5	-3.2	-1	100	-14
C=C1C(=O)[C@@]23[C@H](O)C[C@@H]4C(C)(C)CC[C@H](O)[C@@]4(C)[C@@H]2CC[C@@H]1[C@H]3O	6	5	0.2	98	-3	0.0	-1	96	18
O=C(NCc1ccncc1)C(=O)NCc1ccco1	-7	-4	0.4	88	-3	-0.2	32	98	14
CCN(CC)S(=O)(=O)c1ccc(C(C)NC(=O)Cc2c[nH]c3ccccc23)cc1 (configuration not stated)	-5	-1	10	101	-6	10	40	102	10
Cc1cc(NC(=O)C(=O)NCc2cccc(Cl)c2)no1	10	-10	0.8	79	-1	-0.7	-6	84	.
CC(=O)N1CCN(S(=O)(=O)c2cccc(C(=O)Nc3nc4c(s3)CCCC4)c2)CC1	-6	4	0.5	102	-2	-0.2	17	109	18
CCCCC(=O)Nc1ccc(NC(=S)NC(=O)CC(C)C)cc1OC	-9	-1	-1.3	103	2	-2.1	-14	102	28
COC(=O)[C@H](Cc1ccccc1)NC(=O)Nc1ccc(S(N)(=O)=O)cc1	-5	6	1.1	102	-3	-0.1	12	105	0
Cc1cc(C(=O)N2CCc3c([nH]c4ccccc34)C2c2cccc(Cl)c2)nn1C (configuration not stated)	3	-9	0.2	99	-7	-1.0	2	87	-4
CCN1CCN(C(C(=O)NC2CCCC2)c2cc3c(cc2[N+](=O)[O-])OCO3)CC1 (configuration not stated)	-5	-13	0.0	91	-2	0.6	-7	77	7
COc1ccccc1/C=C/C(=O)NCC(=O)N1CCC(N(C)C2CCCC2)CC1	-9	-9	0.5	90	2	0.0	-5	89	8
CCOc1ccc(C(=O)NNC2CC(=O)N(CCc3ccccc3)C2=O)cc1OC (configuration not stated)	-12	-5	0.9	0.0*[inhibitor]	-6	-0.3	-9	0.0*[inhibitor]	12
CC(C)(C)NS(=O)(=O)c1cnc(Cl)c(Cl)c1	-15	1	-0.8	94	-3	-2.1	0	94	-7
FC(F)(F)c1ccccc1NC(=S)Nc1cccc2cnccc12	1	-8	.	96	7	.	32	93	-8
CCOc1ccccc1N(C(=O)c1ccco1)C(C(=O)NC1CCCC1)c1cccs1 (configuration not stated)	-1	0	0.2	102	-12	-1.9	55	94	-12
O=C(/C=C/Nc1ccc(Br)cc1F)c1ccccc1	-8	-1	-0.2	100	-2	-0.4	-11	104	11
O=c1[nH]c(C2CCN(S(=O)(=O)c3ccc4c(c3)OCCO4)CC2)nc2c1nnn2Cc1c(F)cccc1Cl	0	2	1.1	101	-8	1.3	-26	103	18
CCC(=O)N(CCc1ccccc1)Cc1cc2cc(OC)ccc2[nH]c1=O	-12	30	3.6	135*	5	0.4	48	120	.
COc1ccc(S(=O)(=O)NCc2ccc(C(=O)N3CCc4ccccc4C3)cc2)cc1	0	-2	2.7	97	-1	7.2	-10	95	17
Cc1nc(S/C(=C\c2ccc(OCc3ccccc3Cl)cc2)C(=O)O)n[nH]1	-2	2	0.8	102	-6	0.5	-9	101	10
Cc1ccc(C(=O)/C=C/Nc2ccccc2C(N)=O)o1	-10	1	0.4	100	-1	-0.5	-26	99	4
CCCS(=O)(=O)N1CCCC(C(=O)N2CCN(C(=O)OCC)CC2)C1 (configuration not stated)	-11	2	1.1	102	-4	0.4	-5	102	-4
CCOc1ccc(C(=O)COC(=O)c2ccc(-n3cnnn3)cc2)cc1	-8	3	3.5	95	-3	0.1	14	99	4
Cc1cccc(NC(=O)CC2C(=O)NC3CCCCC3N2C(=O)c2ccccc2Cl)c1 (configuration not stated)	-8	11	-1.9	104	-3	-1.3	22	101	.
COc1cccc(OCc2nc3ccccc3c(=O)n2N)c1	-14	5	0.4	100	.	1.5	-13	97	7
COCC(=O)NCc1nc2ccccc2n1Cc1ccccc1F	8	3	-0.4	109	-5	-0.8	22	111	11

Assay outcomes (PubChem BioAssay)
